S1P4 antag – human S1P4 receptor antagonism | O95977 | S1P4-expressing cells, antagonist mode, reporter read-out | inhibition, % at 4.98 µM | 0.26% of 220,000 active; in the data active = inhibition above about 29%;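 note: 0% = wells stimulated with agonist and 100% = vehicle wells without agonist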
CHOP inh – inhibitors of CHOP induction in ER stress response; inhibition, % at 10 µM; CHO-K1 CHOP-promoter luciferase, tunicamycin-induced, 15-18 h; 3.8% of 220,000 active;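 active = compounds that reduced the stress-induced luciferase reporter signal by more than about 70% of percent inhibition, limit read from the data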;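 note: 0% = tunicamycin plus vehicle and 100% = wells without tunicamycin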
NPY1 pot ag – human NPY-Y1 potentiation or agonism, primary screen. P25929. NPY-Y1 expressing cells, potentiator/agonist activation. activation, % at 3.6 µM. 0.37% of 220,000 active. AID 1304; in the data active = activation above about 33%, passing the limit was not always enough;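 note: cells stimulated with NPY at EC10 then isoproterenol at EC100; 0% = low agonist plus stimulus and 100% = saturating agonist plus stimulus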
S1P4 ag – agonists of human S1P4 receptor | O95977 | S1P4-expressing cell line, agonist reporter assay | activation, % at 4.98 µM | 0.35% of 220,000 active; in the data active = activation above about 11%;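 note: 0% = DMSO vehicle and 100% = reference agonist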
NPY2 pot ag – potentiates or activates human NPY-Y2 receptor | P49146 | cells expressing NPY-Y2, potentiator/agonist read-out | activation, % at 3.6 µM | 0.45% of 220,000 active | AID 1359; in the data active = activation above about 27%;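 note: cells stimulated with NPY near EC25 plus isoproterenol at EC100; 0% = vehicle plus submaximal agonist and 100% = vehicle plus saturating agonist; some results beyond the cut were filed as inactive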
Target sequence (P49146 whole entry, looked up): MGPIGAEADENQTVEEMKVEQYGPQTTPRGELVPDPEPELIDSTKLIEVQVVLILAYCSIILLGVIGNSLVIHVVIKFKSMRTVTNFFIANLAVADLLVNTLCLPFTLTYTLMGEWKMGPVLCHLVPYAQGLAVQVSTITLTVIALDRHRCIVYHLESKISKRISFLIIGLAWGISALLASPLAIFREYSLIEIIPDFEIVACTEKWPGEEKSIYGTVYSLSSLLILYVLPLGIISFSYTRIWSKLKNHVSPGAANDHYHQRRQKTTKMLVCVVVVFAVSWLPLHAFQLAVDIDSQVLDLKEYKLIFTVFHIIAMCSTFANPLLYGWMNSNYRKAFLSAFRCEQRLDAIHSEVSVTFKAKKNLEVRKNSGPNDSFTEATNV
Ba/F3 V617F tox – lowers viability of Ba/F3 cells expressing EpoR and JAK2V617F; ATP luminescence; inhibition, % at 5.6 µM; 1.1% of 220,000 active; AID 1446;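 active = inhibition above the campaign mean plus 3 SD over all tested compounds, cut at about 24% in these data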;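 note: cytokine-independent growth of Ba/F3 cells driven by EpoR plus mutant JAK2; 0% = DMSO-treated cells and 100% = JAK inhibitor I control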
NPY-Y1 antag – blocks the human neuropeptide Y Y1 receptor; P25929; HEK293-CNG Y1 cells, membrane potential fluorescence; NPY at EC95, then isoproterenol; inhibition, % at 3.6 µM; 1% of 200,000 active; AID 1040;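 active = inhibition above the campaign mean inhibition of all tested compounds plus 3 SD, cut at about 20% in these data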;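 note: 0% = DMSO wells given NPY plus isoproterenol and 100% = isoproterenol alone without NPY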
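material = HEK293 cells with Y1 receptor plus CNG channel | also added = NPY 25 nM then isoproterenol 1 µM plus Ro 20-1724 25 µM | schedule = dye 3 h, compound 60 min room temperature, stimulation 45 min | measured by = membrane potential fluorescence | benchmarks = high control isoproterenol alone, low control NPY with isoproterenol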
BaF3 parental – reduces parental Ba/F3 cell viability, JAK2V617F counter-screen | CellTiter-Glo ATP luminescence | inhibition, % at 5.6 µM | 1.1% of 220,000 active | AID 1486;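 active = inhibition above a per-campaign cutoff, the mean inhibition of all tested compounds plus 3 SD, cut at about 27% in these data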;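 note: 0% = DMSO wells and 100% = JAK Inhibitor I control wells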
p47phox inh – p47phox (human) inhibition; P14598; AID 1274; p47phox/p22phox peptide binding, fluorescence polarization, 2 h; inhibition, % at 24.7 µM; 0.53% of 220,000 active;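 active = inhibition above about 30%, limit read from the data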;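 note: 0% = p47phox with labelled peptide and 100% = labelled peptide alone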
Target sequence (P14598 whole entry, looked up): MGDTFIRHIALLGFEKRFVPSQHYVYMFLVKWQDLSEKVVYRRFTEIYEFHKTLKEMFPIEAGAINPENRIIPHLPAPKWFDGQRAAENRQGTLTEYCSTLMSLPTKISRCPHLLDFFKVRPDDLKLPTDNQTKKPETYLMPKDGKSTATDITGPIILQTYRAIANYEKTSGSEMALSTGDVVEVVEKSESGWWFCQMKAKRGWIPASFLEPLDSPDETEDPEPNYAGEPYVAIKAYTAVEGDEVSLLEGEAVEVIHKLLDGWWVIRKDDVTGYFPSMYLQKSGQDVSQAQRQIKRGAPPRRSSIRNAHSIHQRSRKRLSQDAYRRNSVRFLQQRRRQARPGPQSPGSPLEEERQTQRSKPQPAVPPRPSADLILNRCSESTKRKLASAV
Active calls of the source: *; nt = not tested or not shown.

| no. | Molecule | S1P4 antag | CHOP inh | NPY1 pot ag | S1P4 ag | NPY2 pot ag | Ba/F3 V617F tox | NPY-Y1 antag | BaF3 parental | p47phox inh |
| --- | --- | --- | --- | --- | --- | --- | --- | --- | --- | --- |
| 1 | CC(=O)Nc1ccc(NC(=O)/C(=C/c2ccco2)NC(=O)c2ccccc2)cc1 | -16 | -15 | -7 | -0.1 | 8 | 2 | 0 | 6 | -19 |
| 2 | O=C(NC(=S)NCCN1CCOCC1)c1ccc(Cl)cc1Cl | -16 | -17 | -8 | 3.3 | 6 | 4 | 8 | -1 | -4 |
| 3 | CNC(=S)N/N=C/c1ccc(C(C)C)cc1 | 4 | nt | -6 | 2.2 | -9 | -1 | 1 | 0 | nt |
| 4 | COc1cccc2cc(-c3nnc(SCC(=O)Nc4nc(C)cs4)n3C)oc12 | -11 | 35 | -1 | 1.1 | 8 | -3 | 14 | 0 | -1 |
| 5 | Cc1cc(C(=O)CSc2nnc(N)s2)c(C)n1Cc1cccs1 | -27 | 45 | -5 | 2.1 | 6 | -1 | 2 | 0 | -4 |
| 6 | O=C1CC(C(=O)Nc2ccc(Cl)cc2[N+](=O)[O-])C2(CCCCC2)O1 (centres undefined) | -3 | -6 | -9 | -0.4 | -6 | 1 | 2 | 8 | -1 |
| 7 | O=[N+]([O-])c1cc(-c2cnc3ccccc3n2)ccc1Oc1ccc(F)cc1 | -25 | 58 | 19 | 0.8 | 3 | 4 | 14 | 6 | -10 |
| 8 | CC(Oc1ccccc1)C(=O)N=Nc1c(O)[nH]c2ccc(Br)cc12 (centres undefined) | 9 | 101* | 0 | 1.6 | 8 | 0 | 3 | 11 | -1 |
| 9 | O=C(COc1ccc(Cl)cc1)NCCSCc1ccccc1Cl | 2 | 20 | -29 | 0.2 | -29 | 4 | 19 | 7 | -16 |
| 10 | COc1ccc(Cn2cc(F)c(=O)n(CCC(C)C)c2=O)cc1[N+](=O)[O-] | -14 | 12 | -15 | -1.8 | -8 | 4 | 4 | 4 | -3 |
| 11 | CC(C)Nc1ccc(Cl)cc1[N+](=O)[O-] | 2 | -12 | 7 | -1.5 | -33 | -4 | nt | 2 | -7 |
| 12 | CCOC(=O)N1CCN(C(=O)c2cc(Cl)c(Cl)cc2C(=O)O)CC1 | -9 | 15 | -30 | -1.7 | -18 | 0 | 4 | 2 | -12 |
| 13 | Cc1cc(NC(=O)COC(=O)c2ccc(S(=O)(=O)N3CCCc4ccccc43)cc2)no1 | -13 | nt | -18 | 1.9 | -3 | 63* | 13 | 49* | -51 |
| 14 | CC(=O)c1ccc(OCCCC(=O)Nc2cccc(S(=O)(=O)N(C)C)c2)cc1 | -10 | 19 | 5 | 1.8 | 6 | 2 | 0 | 1 | 4 |
| 15 | NC(=O)c1cnn2c(C(F)(F)F)cc(-c3ccccc3)nc12 | -5 | 40 | -8 | -0.8 | 12 | -6 | 10 | 0 | -7 |
| 16 | C=CCSC1=C(C#N)C(c2ccc(OCC)cc2)CC(=O)N1 (centres undefined) | -33 | 34 | -19 | -0.5 | 4 | -3 | 0 | 2 | 2 |
| 17 | O=C(O/N=C1\CCS(=O)(=O)c2sccc21)c1ccc(F)cc1 | -14 | 33 | 5 | 0.5 | 13 | -1 | 4 | 6 | -9 |
| 18 | CC1(C)CC2(CCO1)OC(=O)CC2C(=O)Nc1c(Cl)cccc1Cl (centres undefined) | -3 | -8 | 18 | 0.1 | -20 | 0 | nt | 4 | 1 |
| 19 | CCOC(=O)CCc1c(C)c(C#N)c2[nH]c3ccccc3n2c1=O | -7 | 6 | 16 | 0.9 | 21 | -5 | 0 | -1 | 0 |
| 20 | COc1ccc(NC(=O)CC(c2ccc(F)cc2)c2ccc(OC(C)C)cc2)cc1 (centres undefined) | -1 | 25 | 21 | -1.5 | 14 | -2 | 7 | 9 | -11 |
| 21 | COC(=O)c1sccc1S(=O)(=O)Nc1ccc(N2CCCCC2)cc1 | 3 | 3 | -26 | -0.8 | -53 | 0 | nt | -1 | -13 |
| 22 | CNC(=O)C1=C(C)Nc2nc3ccccc3n2C1c1ccc(F)cc1 (centres undefined) | -16 | 1 | -4 | 0.6 | -13 | -2 | nt | -3 | 10 |
| 23 | COc1cc(NC(=O)C2COc3ccccc3O2)c(OC)cc1Cl (centres undefined) | 2 | 25 | -94 | 2.3 | -33 | -4 | 31* | 1 | -8 |
| 24 | O=C(c1cccc(COc2cccc3ccccc23)c1)N1CCCC1 | -5 | 13 | -41 | 3.6 | -18 | 0 | 10 | 3 | -19 |
| 25 | CCOc1ccc(OC(=O)C(CCS(C)(=O)=O)N2C(=O)c3ccccc3C2=O)cc1 (centres undefined) | -4 | -7 | -15 | 2.1 | -3 | 2 | -7 | 2 | -3 |
| 26 | NCCCC[C@@H]1NC(=O)[C@H](CCC(=O)O)NC(=O)c2cc([N+](=O)[O-])cc(I)c2SC[C@@H](C(=O)NCC(N)=O)NC1=O | 4 | 7 | -3 | 0.3 | 10 | -3 | -1 | 5 | -1 |
| 27 | COc1ccc(N=C2NC(=O)/C(=C/C=C/c3ccccc3)S2)cc1 | 5 | 77* | -9 | -0.1 | 6 | -4 | nt | 0 | -18 |
| 28 | CC1(C)CC(=O)C2=C(C1)N=C1c3ccccc3C(=O)C1C2c1ccc(Cl)cc1 (centres undefined) | 9 | -8 | 8 | -0.4 | 12 | -3 | 2 | -1 | -5 |
| 29 | CN(C)S(=O)(=O)c1ccc(/C(O)=C2/C(=O)C(=O)N(Cc3cccnc3)C2c2ccncc2)cc1 (centres undefined) | -16 | -15 | 19 | 1.2 | -10 | 1 | 2 | 6 | -9 |
| 30 | CCCCN(C)C(=O)C(Cc1ccccc1)NS(=O)(=O)c1ccc2c(c1)CCC(=O)N2 (centres undefined) | 1 | 5 | -20 | 0.8 | 0 | 1 | -3 | 7 | -1 |
| 31 | O=C(O)CC1NC(=O)N(c2ccc(Cl)cc2)C1=O (centres undefined) | -7 | -10 | -11 | 0.5 | -5 | 5 | -3 | 5 | -4 |
| 32 | CC(=O)CNc1ccc(S(=O)(=O)N/N=C/c2ccccc2)cc1 | -11 | 12 | -2 | 0.4 | 2 | 1 | 2 | -2 | -3 |
| 33 | Cc1cc(C)nc(Nc2ncc(O)n2-c2ccc(Br)cc2)n1 | 6 | 4 | -14 | -0.6 | -11 | 6 | -2 | 11 | -3 |
| 34 | O=C(COC(=O)c1cc(S(=O)(=O)N2CCOCC2)ccc1Cl)Nc1ccc2c(c1)OCO2 | -9 | -6 | 5 | -0.4 | 2 | 2 | 2 | 6 | -3 |
| 35 | CCOc1ccc(-n2nnnc2SCC(=O)c2ccccc2)cc1 | -8 | 52 | 2 | 2.8 | 2 | -3 | 3 | -2 | 2 |
| 36 | CCOC(=O)CCCNC(=O)COC(=O)c1cc(C)cc(C)c1 | -17 | 10 | -30 | 0.1 | -9 | 1 | 0 | 1 | -11 |
| 37 | CN1c2ccccc2-c2nc3ccccc3n2C1c1ccco1 (centres undefined) | 5 | 0 | 5 | 3.1 | 3 | -2 | 10 | 1 | -2 |
| 38 | O=C(c1ccc(F)cc1)c1c[nH]c(C(=O)NCCCN2CCOCC2)c1 | 6 | 27 | -1 | 1.1 | -16 | 3 | 3 | 3 | -17 |
| 39 | COc1cc(NC(=S)NC(=O)c2ccc(C(C)(C)C)cc2)ccc1NC(=O)c1cccs1 | -2 | 7 | -7 | -0.5 | 18 | -2 | 1 | 2 | -37 |
| 40 | CCn1c(SCC(=O)Nc2cc(OC)ccc2OC)nnc1C1CCCCC1 | -16 | 21 | -23 | -0.2 | 0 | 2 | 7 | 8 | 1 |
| 41 | C=C(C)c1ccc(C(C)(C)NC(=O)NCc2ccco2)cc1 | 9 | 30 | 8 | -1.7 | 3 | 6 | 7 | 6 | -18 |
| 42 | O=C(N/N=C/c1ccccc1F)NC1CCCCC1 | 1 | 13 | 7 | -1.4 | 5 | 3 | -4 | 3 | 2 |
| 43 | O=C(CNC(=O)c1ccncc1)N/N=C/c1cc(Br)ccc1OCc1ccccc1 | 6 | 19 | 16 | 1.1 | 13 | -4 | nt | -2 | -13 |
| 44 | CC(CN1CCCCC1)OC(=O)Cc1ccc(Cl)cc1 (centres undefined) | -13 | 5 | -2 | -0.6 | -5 | 0 | 4 | 7 | 4 |
| 45 | CCN1CCN(c2ncc(C(=O)Nc3c(F)cc(F)cc3Br)c3ccccc23)CC1 | -9 | -14 | -21 | 1.6 | -29 | 3 | 6 | 3 | -4 |
| 46 | CSc1oc(-c2ccccc2)nc1C(N)=O | -16 | 39 | 12 | 0.2 | 1 | -2 | 4 | -2 | -13 |
| 47 | CC1CC(=O)N(CC(=O)Nc2ccc3c(c2)OCO3)c2ccccc2S1 (centres undefined) | -18 | 11 | 27 | 0.8 | 1 | -1 | -2 | 5 | -4 |
| 48 | c1nnc(NC2=NCCC2)s1 | 11 | -15 | -3 | -2.8 | -1 | -5 | 0 | 1 | -4 |
| 49 | O=C(NN=C1CCCCCC1)c1ccc2c(c1)OCO2 | -15 | -5 | -1 | -0.4 | -18 | -3 | 5 | 4 | 0 |
| 50 | C=C(C)Cn1c(C(C)NC(=O)CCC)nc2ccccc21 (centres undefined) | -12 | -3 | 10 | -0.4 | 15 | -1 | 1 | 4 | -3 |
| 51 | CC(C)(C)n1nnnc1C(c1cccc(C#N)c1)N1CCCCCC1 (centres undefined) | 1 | 29 | 3 | -0.3 | -19 | 5 | 5 | 2 | -11 |
| 52 | O=C1C(Cl)=C(NCC2CCCO2)C(=O)N1C1CCCCC1 (centres undefined) | -11 | 57 | 8 | 0.8 | 1 | -1 | -1 | 1 | -13 |
| 53 | CCCc1nc2ccccc2c(C(=O)OCC(=O)c2ccc3c(c2)NC(=O)CO3)c1CC | -33 | 102* | -22 | 1.4 | -10 | 3 | 0 | 4 | -5 |
| 54 | CCCNC(=O)C1CCN(c2cc(-c3ccccc3)nc3ncnn23)CC1 | -21 | -23 | 4 | 0.2 | -16 | -1 | -4 | 2 | -4 |
| 55 | Cc1cc(N)n(-c2ncnc3scc(-c4ccc(Cl)cc4)c23)n1 | -17 | 9 | 11 | -1.0 | 12 | 1 | 3 | 5 | -5 |
| 56 | CC(C)C[C@@H](CN(N=O)[C@@H](Cc1ccccc1)CN(C)N=O)N(CCc1ccccc1)N=O | 0 | 14 | -4 | 0.9 | -8 | -3 | 10 | -1 | -5 |
| 57 | COc1cc(C(=O)OCC(=O)c2cc(C)n(C)c2C)cc(OC)c1OC | -46 | nt | -6 | 0.9 | 1 | 0 | 9 | -2 | 3 |
| 58 | COc1ccc(NC(=O)c2cc(-c3cccs3)on2)cc1OC | 3 | -9 | 3 | 1.9 | 18 | -4 | 3 | -1 | 1 |
| 59 | CCCCCCCCNc1ncnc2ccccc12 | -3 | 81* | 0 | 0.3 | 3 | 70* | 19 | 63* | -8 |
| 60 | O=C(O)c1ccccc1N1C(=O)C2C3CCC(C3)C2C1=O (centres undefined) | -4 | 8 | -3 | 2.0 | -2 | -1 | 4 | 2 | -8 |
| 61 | CCOCCCNS(=O)(=O)c1ccc(NC(=O)c2ccc([N+](=O)[O-])cc2Cl)cc1 | -17 | -6 | 5 | 1.1 | 4 | 0 | -2 | 1 | -2 |
| 62 | O=c1c(C/C=C/c2ccccc2)c(O)ccn1CCc1c[nH]c2ccccc12 | 6 | 28 | -2 | -0.9 | -4 | 1 | 3 | 7 | -31 |
| 63 | O=C(NCc1ccccn1)/C(=C/c1ccco1)NC(=O)c1ccccc1 | -2 | -3 | 2 | 0.2 | 1 | 1 | -4 | 4 | -4 |

Limited to BaF3 parental, for two of the compounds above:
# | mol | BaF3 parental
42 | O=C(N/N=C/c1ccccc1F)NC1CCCCC1 | 3
43 | O=C(CNC(=O)c1ccncc1)N/N=C/c1cc(Br)ccc1OCc1ccccc1 | -2

High-throughput results (PubChem)
